Rac1 GTP hydrolysis: MgcRacGAP GTPase-activating activity inhibitors, confirmation, biochemical, ADP Hunter fluorescence | MgcRacGAP-stimulated Rac1 GTP hydrolysis, ADP Hunter fluorescence; higher % means a stronger effect; GST-tagged Rac1 F28L mutant substrate | Rac GTPase-activating protein 1 (Homo sapiens) | 340,000 compounds, 0.6% hits | one-dose inhibition, % at 30 µM; IC50 in µM for titrated hits;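 active = first-screen hits whose inhibition reached a set limit at any dose in the follow-up dose series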;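 also: fluorescence reports GDP produced by GAP-driven GTP hydrolysis; strong numbers were not always called active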
NTR1 agonist: agonists of NTR1, primary screen, imaging, U2OS cells, beta-arrestin-GFP, high content (AID 493036); NTR1-U2OS beta-arrestin-GFP spot imaging, agonist mode; Neurotensin receptor type 1 (Homo sapiens), P30989; 330,000 compounds, 0.17% hits; activation, % at 20 µM;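 active = activation at or above 40% of the spot to cytoplasm intensity ratio, with at least 20 cells analyzed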;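 also: 0% = DMSO without peptide and 100% = 100 nM NTR1 peptide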
Target sequence (P30989 whole entry, looked up): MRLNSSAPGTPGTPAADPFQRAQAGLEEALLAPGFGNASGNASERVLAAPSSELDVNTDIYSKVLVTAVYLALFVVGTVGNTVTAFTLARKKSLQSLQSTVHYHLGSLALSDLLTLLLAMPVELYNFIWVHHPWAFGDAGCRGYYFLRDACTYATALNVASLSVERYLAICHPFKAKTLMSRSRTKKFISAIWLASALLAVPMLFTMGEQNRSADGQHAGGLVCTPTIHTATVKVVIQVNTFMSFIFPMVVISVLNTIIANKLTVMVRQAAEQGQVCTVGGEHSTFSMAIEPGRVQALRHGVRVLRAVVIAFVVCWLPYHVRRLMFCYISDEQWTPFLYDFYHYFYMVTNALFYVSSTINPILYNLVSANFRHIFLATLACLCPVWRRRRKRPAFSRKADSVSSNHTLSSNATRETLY
GPR35 arrestin U2OS: GPR35 antagonists blocking zaprinast-driven arrestin recruitment, primary screen, imaging, U2OS, beta-arrestin-GFP, zaprinast agonist (AID 2058); U2OS GPR35 beta-arrestin-GFP translocation imaging, zaprinast antagonism; higher % means a stronger effect; G-protein coupled receptor 35 (Homo sapiens); 290,000 compounds, 0.052% hits; inhibition, % at 10 µM, or IC50 in µM where a hit was titrated;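 active = inhibition of at least 50% with at least 30 cells and total cytoplasm GFP at most 10,000,000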
UTI89 phage lysis: inhibition of K1F phage lysis, E. coli UTI89, bacterial capsule biogenesis inhibitors, alamar blue (AID 488966); 340,000 compounds, 0.02% hits; E. coli UTI89 K1F phage lysis, alamar blue, 2 h; higher % means a stronger effect; inhibition, % at 100 µM, or IC50 in µM where a hit was titrated;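 active = phage lysis inhibition, versus mean bacterial control, above a set limit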;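 also: capsule biogenesis inhibitors block K1F phage lysis so surviving cells raise fluorescence; higher fluorescence means more inhibition of phage lysis; actives were called in the ten point dose series up to 300 µM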
GPR55 antagonists: GPR55 antagonists blocking LPI-driven arrestin recruitment, primary screen, imaging, U2OS, beta-arrestin-GFP, LPI agonist (AID 2013). G-protein coupled receptor 55 (Homo sapiens). U2OS GPR55 beta-arrestin-GFP translocation imaging, LPI antagonism; higher % means a stronger effect. inhibition, % at 10 µM, or IC50 in µM where a hit was titrated. 290,000 compounds, 0.13% hits;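 active = spots per cell inhibited over 60%, with over 100 cells counted and total cytoplasm intensity under 500,000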;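 also: U2OS cells stably carrying GPR55 and arrestin-GFP stimulated by 5 µM LPI near EC80; imaged beta-arrestin-GFP aggregate spots per cell after agonist stimulation; plate controls were LPI-stimulated DMSO wells for no effect and DMSO wells without LPI for full effect; some results filed as inactive read as strong as hits; confirmed hits need IC50 under 10 µM and bright autofluorescent wells are also inconclusive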
GPR55 activation: GPR55 agonists via beta-arrestin recruitment, primary screen, imaging, U2OS cells, beta-arrestin-GFP redistribution (AID 1961); activation, % at 10 µM; hits with a dose series show EC50 in µM; U2OS GPR55 beta-arrestin-GFP redistribution imaging; higher % means a stronger effect; 290,000 compounds, 0.048% hits; G-protein coupled receptor 55 (Homo sapiens);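 active = activation above 40% with more than 50 cells counted in the well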;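 also: U2OS osteosarcoma cells stably expressing GPR55 and beta-arrestin-GFP; plate controls were DMSO negative control for no effect and LPI positive control for full effect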
NOD1 NF-kB reporter: NOD1 signaling inhibitors, primary screen, cell-based, luminescence, uHTS (AID 1578). NOD1-driven NF-kB luciferase reporter cells, luminescence; higher % means a stronger effect. inhibition, % at 4 µM, or EC50 in µM where a hit was titrated. 290,000 compounds, 1% hits; in the data active = inhibition mostly above about 36%, no sharp cut-off; inactive = mostly below about 34%;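 also: HEK-293T reporter cells stimulated with the NOD1 agonist gamma-tri-DAP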
KOR beta-arrestin-1: KOR antagonists, beta-arrestin recruitment, cell-based, luminescence, uHTS (AID 1778); Kappa-type opioid receptor (Homo sapiens); KOR beta-arrestin recruitment, luminescence, antagonist mode; higher % means a stronger effect; one-dose inhibition, % at 10 µM; IC50 in µM for titrated hits; 290,000 compounds, 0.091% hits; in the data active = inhibition above about 50%; also: strong numbers were not always called active
KOR beta-arrestin-2: KOR agonists, beta-arrestin recruitment, primary screen, cell-based, luminescence, uHTS (AID 1777); one-dose activation, % at 10 µM; EC50 in µM for titrated hits; Kappa-type opioid receptor (Homo sapiens); 280,000 compounds, 0.02% hits; KOR beta-arrestin recruitment, luminescence; higher % means a stronger effect; in the data active = activation above about 50%, passing the limit was not always enough; also: a part of the inactive calls stands beside numbers as strong as those of hits
NTR1 agonist cell count 20 µM: also measured in NTR1 agonist; calls as there; cell count; measured here: cell count, cytotoxicity flag
Active calls of the source: *; / = not tested or not shown; [ ] = remark or other dose. This is a subset, so the mix of outcomes need not match the whole.

SMILES | Rac1 GTP hydrolysis | NTR1 agonist | NTR1 agonist cell count 20 µM | GPR35 arrestin U2OS | UTI89 phage lysis | GPR55 antagonists | GPR55 activation | NOD1 NF-kB reporter | KOR beta-arrestin-1 | KOR beta-arrestin-2
CN1CCN(/N=C/c2ccc(N(c3ccccc3)c3ccccc3)cc2)CC1 | 15% | 23 | 60 | 10% | 0.2% | -6% | -0.1% | 50% | -44%[20 µM] | 1.1%
Cc1nc(NCCc2ccc(Cl)cc2)c2nnn(Cc3ccccc3)c2n1 | 12% | 1.0 | 52 | -1% | -0.2% | -4% | -0.2% | -38% | -23%[20 µM] | 2.2%
C/C=C(\C)C(=O)Nc1cccc(C2=NOC3(C2)C[C@@H](C(N)=O)N(C(=O)c2ccccc2C(=O)c2ccccc2)C3)c1 (stereo not given in full) | 9% | -3.8 | 86 | -4% | 0.8% | -6% | -0.1% | 0% | 12% | 5.8%
CC(C)Cc1ccc(S(=O)(=O)Nc2ccccn2)cc1 | 7% | 3.1 | 47 | 6% | 0.6%[50 µM] | 7% | -0.1% | / | -13% | 4.3%
O=C(Nc1ccc(S(=O)(=O)NC2CCCCC2)cc1)c1ccco1 | -7% | 0.4 | 71 | -10% | 4.2% | 1% | 0.6% | -12% | -16% | -1.7%
CN(C)c1ccc(/C=N\NC(=O)c2cccc3cc[nH]c23)cc1 | 7% | 2.1 | 44 | 7% | -0.5% | -7% | 0.2% | -12% | 1% | 6.5%
COCCCn1c(-c2ccc(Cl)cc2)n[nH]c1=S | 7% | 1.3 | 52 | 10% | 2.9% | -2% | 0.6% | 6% | 27% | -9.0%
COc1ccc(CC(=O)OCC(=O)Nc2ccc(N3CCOCC3)cc2)cc1 | 9% | 0.0 | 48 | 22% | -0.3% | 11% | 0.2% | -10% | / | 0.1%
CCOC(=O)N1CCC(N2C(=O)c3ccccc3C2Nc2cc(C)cc(C)c2)CC1 (stereo not given) | -2% | 4.8 | 54 | 12% | -0.1% | 8% | 0.3% | -3% | 16% | 1.8%
CC1(C)OC(=CC=Nc2ccc(Cl)cc2)OC1(C)C | -8% | 4.0 | 45 | 1% | -1.8% | 0% | 0.0% | -3% | / | 10%
NC(=O)c1cn(-c2ccccc2)nc1-c1cc2ccccc2oc1=O | -2% | -0.5 | 97 | -8% | -0.3% | -1% | 0.9% | -10% | -56% | -4.5%
O=C(Cc1c(Cl)cccc1Cl)N/N=C/c1cccnc1 | 10% | 0.8 | 61 | -6% | -0.1% | 12% | -0.1% | -16% | -2% | 0.9%
COc1cc2c(cc1OC)n(CC(=O)NC1CCCCCC1)n1c(C)cc(=O)nc21 | 10% | 1.1 | 61 | 23% | 0.5% | 10% | 0.4% | -11% | -26% | -2.4%
COc1ccc2cc3cc(C(=O)NCc4ccc5c(c4)OCO5)oc3nc2c1 | 6% | -1.0 | 55 | 10% | 0.6% | 14% | 0.1% | 17% | -35% | 5.9%
COc1ccc(Cl)cc1C(=O)N(Cc1nc(-c2cccc(C)c2)no1)C(C)C | -2% | 2.7 | 81 | 4% | -0.5% | 4% | -0.1% | 21% | 40% | -1.8%
CCOC(=O)c1sc(NC(=O)CN2C(=O)c3cccc4cccc(c34)C2=O)nc1C | 4% | 1.2 | 53 | 12% | 3.9% | 3% | -0.1% | 15% | -9% | 1.8%
COc1ccc(/C=N/NC(=O)Nc2ccc3nsnc3c2)c(OC)c1 | 5% | 3.3 | 79 | -11% | 0.3% | 4% | -0.1% | -48% | -34%[20 µM] | -10%
COc1ccc(CC(=O)N(Cc2ccccc2)c2cccc(C)c2)cc1OC | 6% | 0.6 | 70 | -1% | 0.0% | 21% | -0.1% | -23% | 12% | -0.8%
CN(C(=O)CSc1nc2cc(C(=O)O)ccc2c(=O)n1Cc1ccccc1)C1CCS(=O)(=O)C1 (stereo not given) | 4% | 0.4 | 44 | -20% | 0.5% | 10% | -0.2% | -17% | -3% | -1.7%
CO[C@H]1C=CO[C@@]2(C)Oc3c(C)c(O)c4c(O)c(c(C=NN5CCN(C)CC5)c(O)c4c3C2=O)NC(=O)C(C)=CC=C[C@H](C)[C@H](O)[C@@H](C)[C@@H](O)[C@@H](C)[C@H](OC(C)=O)[C@@H]1C | 9% | 6.4 | 39 | -14% | -15% | 10% | -0.2% | -3% | -16% | -3.1%
Cc1cc(C(=O)NNS(=O)(=O)c2ccccc2C(F)(F)F)nn1C(C)(C)C | 11% | -0.4 | 49 | 3% | 1.0% | -2% | -0.2% | -2% | 33% | -5.5%
Cc1nc2cc(NC(=O)C3COc4ccccc4O3)ccc2s1 (stereo not given) | 6% | 1.5 | 63 | 2% | 0.1% | 98% | -0.2% | -34% | 3% | -2.1%
Cc1ccccc1-c1noc(CCC(=O)NCc2ccco2)n1 | 12% | -1.1 | 49 | -13% | 0.7% | -3% | 0.4% | 2% | -5% | 1.6%
CCOc1ccc(C2C3=C(CCCC3=O)Nc3nc(C(F)(F)F)nn32)cc1OC (stereo not given) | -8% | 0.0 | 35 | 7% | 5.2% | 5% | 0.3% | -17% | -2% | 1.1%
COc1ccc(C(=O)N/N=C/c2ccc(OC)c(COc3ccccc3)c2)cc1 | -3% | 0.5 | 68 | 3% | -0.7%[50 µM] | 8% | 0.0% | 4% | 10% | -2.2%

The last 2 records of the section above open the next one:
SMILES | Rac1 GTP hydrolysis | NTR1 agonist | NTR1 agonist cell count 20 µM | GPR35 arrestin U2OS | UTI89 phage lysis | GPR55 antagonists | GPR55 activation | NOD1 NF-kB reporter | KOR beta-arrestin-1 | KOR beta-arrestin-2
CCOc1ccc(C2C3=C(CCCC3=O)Nc3nc(C(F)(F)F)nn32)cc1OC (stereo not given) | -8% | 0.0 | 35 | 7% | 5.2% | 5% | 0.3% | -17% | -2% | 1.1%
COc1ccc(C(=O)N/N=C/c2ccc(OC)c(COc3ccccc3)c2)cc1 | -3% | 0.5 | 68 | 3% | -0.7%[50 µM] | 8% | 0.0% | 4% | 10% | -2.2%
Cc1ccc(-c2nc(CSc3nc4ccccc4c(=O)n3C)cs2)cc1 | 6% | 1.6 | 52 | -6% | 4.2% | -1% | 1.3% | 45% | -41% | 2.4%
O=C(CSc1ncnc2nc[nH]c12)Nc1ccccc1C(F)(F)F | 9% | 1.9 | 54 | -12% | -0.1% | 36% | 0.0% | 0% | 10% | 0.8%
Cc1ccc(NC(=O)CCc2c(C)nn(-c3ccc(N4CCCCC4)nn3)c2C)cc1C | 11% | 0.0 | 66 | 4% | 0.5% | -4% | -0.3% | -18% | -21% | -2.4%
O=C(CC1C(=O)NCCN1Cc1ccccc1C(F)(F)F)NCCc1ccccn1 (stereo not given) | 6% | 0.0 | 107 | -8% | 0.2% | 2% | 0.6% | -12% | -10%[20 µM] | /
CCc1nnc(NC(=O)CCN2C(=O)/C(=C/c3cc(OC)c(OC)c(OC)c3)SC2=S)s1 | 1% | 0.8 | 47 | 27% | -0.2% | 6% | -0.1% | -24% | -272% | -4.3%
CC(C)c1ccc(CC(NC(=O)c2ccccc2)C(=O)NCC(=O)O)cc1 (stereo not given) | 1% | -1.1 | 85 | 20% | 0.2% | 7% | 0.2% | -13% | 9% | -5.4%
N#CCc1ccc(NC(=O)c2ccc(S(=O)(=O)N3CCOCC3)cc2)cc1 | 11% | 1.2 | 56 | 4% | 1.6%[50 µM] | 16% | -0.1% | -35% | 25% | -3.1%
COc1ccc(NC(=O)CSc2nc3c(c(=O)n2-c2ccccc2)SCC3)c(OC)c1 | -10% | 0.2 | 97 | -1% | -0.5% | 14% | -0.1% | / | 5% | 0.1%
Cc1ccc(OS(=O)(=O)c2ccccc2)c(/C=N/N=C2\NC(=O)C(C)S2)c1 (stereo not given) | 11% | 1.1 | 46 | 0% | 1.2% | 8% | -0.3% | -3% | -41% | -1.8%
CC1CCN(c2oc(-c3ccco3)nc2S(=O)(=O)c2ccccc2)CC1 | 8% | 3.8 | 64 | -3% | 0.1% | 11% | 0.1% | -18% | 18% | 4.8%
Cc1cc(OC(=O)c2cccs2)ccc1C(C)C | 1% | 0.3 | 60 | -1% | 0.0% | 10% | 0.3% | -20% | -18% | -5.4%
OCCNCc1cccc(OCc2ccccc2Cl)c1 | -17% | 0.3 | 49 | 6% | -1.1% | 4% | -0.1% | -28% | -58%[20 µM] | -4.4%
CCc1cc2c(=O)c(-c3nc4ccccc4n3C)coc2c(CN2CCCCC2C)c1O (stereo not given) | / | 0.6 | 87 | -4% | 0.1% | 2% | -0.1% | -12% | -19% | -1.8%
O=C(NCC1COc2ccccc2O1)C1C2C=CC3(CN(Cc4cccs4)C(=O)C13)O2 (stereo not given) | 2% | -2.4 | 80 | 6% | 0.4% | / | -0.1% | 11% | -21% | -1.7%
Cc1cc(Cl)ccc1OCCCC(=O)Nc1cccnc1 | 8% | 1.7 | 53 | -3% | -0.2% | 1% | 0.1% | 0% | -38% | 1.1%
O=C(Cn1c(NCCCO)nc2ccccc21)c1ccc([N+](=O)[O-])cc1 | -6% | -0.6 | 45 | -9% | -2.2% | 5% | 0.0% | -5% | 26% | -0.3%
O=C(CCCc1nc2ccccc2s1)NNC(=O)CCN1CCN(Cc2ccccc2)CC1 | 6% | 0.4 | 45 | -4% | 0.2% | 7% | -0.4% | -10% | -4% | -2.9%
COC(=O)c1ccc(N2CCN(C)CC2)c(NC(=O)COc2ccccc2)c1 | 7% | 2.4 | 44 | -12% | 0.6% | -9% | 0.4% | 28% | -26% | 5.0%
Cc1c(C(N)=O)sc2nc(-c3ccccc3)cn12 | 9% | 2.2 | 78 | 15% | 1.3% | -6% | -0.1% | -67% | -26% | 1.5%
Cc1nc(C)c(/C(O)=C/c2nc3ccccc3oc2=O)s1 | 27% | -0.7 | 44 | 13% | 2.8% | 12% | -0.2% | 8% | -2% | 1.6%
CCOC(=O)c1ccc(Nc2ccc(-c3ccc(OC)c(OC)c3)nn2)cc1 | -1% | 2.9 | 70 | -5% | 0.8% | 2% | -0.2% | -22% | -18% | -4.7%
CCSc1nnc(-c2c[nH]c3ccccc23)o1 | 6% | 1.9 | 100 | -3% | -0.2% | -25% | 0.0% | 18% | -18% | 5.8%
COc1cccc(N(Cc2nnc3n2CCCCC3)C(=O)Nc2ccccc2)c1 | 15% | -1.3 | 34 | 8% | -0.3% | 6% | 1.4% | -13% | -2% | -7.5%

Screening results from PubChem BioAssay.
